Source: PubChem
M4 PAM: CHRM4 positive allosteric modulation. P08173. CHO-K1 hM4/Gqi5, Fluo-8 calcium fluorescence, ACh EC20; 0% = ACh EC20, 100% = maximal ACh. activation, % at 3 µM. AID 624126. hit rate 0.4% among 360,000;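 active = activation above its plate's cutoff, the mean activation of sample wells plus 3 SD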; also: some results filed as inactive read as strong as hits
Target sequence (P08173 whole entry, looked up): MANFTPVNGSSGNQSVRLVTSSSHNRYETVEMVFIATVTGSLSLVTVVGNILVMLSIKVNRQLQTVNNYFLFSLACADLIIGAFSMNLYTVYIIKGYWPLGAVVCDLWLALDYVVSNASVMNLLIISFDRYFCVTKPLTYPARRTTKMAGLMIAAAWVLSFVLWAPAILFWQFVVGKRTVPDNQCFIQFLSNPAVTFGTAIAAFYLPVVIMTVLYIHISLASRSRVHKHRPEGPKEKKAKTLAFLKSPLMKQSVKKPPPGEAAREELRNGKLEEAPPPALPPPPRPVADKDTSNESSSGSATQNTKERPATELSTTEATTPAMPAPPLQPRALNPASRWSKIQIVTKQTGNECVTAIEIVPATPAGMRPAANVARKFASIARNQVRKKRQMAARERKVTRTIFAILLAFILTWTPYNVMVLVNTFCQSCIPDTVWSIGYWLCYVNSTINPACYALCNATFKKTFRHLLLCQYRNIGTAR
CHRM1 PAM: positive allosteric modulators of human M1 muscarinic receptor. hit rate 0.088% among 360,000. P11229. activation, % at 3 µM. CHO-K1 hM1, Fluo-8 calcium fluorescence, ACh EC20; 0% = ACh EC20, 100% = maximal ACh; in the data active = activation above about 19%, passing the limit was not always enough
Target sequence (P11229 whole entry, looked up): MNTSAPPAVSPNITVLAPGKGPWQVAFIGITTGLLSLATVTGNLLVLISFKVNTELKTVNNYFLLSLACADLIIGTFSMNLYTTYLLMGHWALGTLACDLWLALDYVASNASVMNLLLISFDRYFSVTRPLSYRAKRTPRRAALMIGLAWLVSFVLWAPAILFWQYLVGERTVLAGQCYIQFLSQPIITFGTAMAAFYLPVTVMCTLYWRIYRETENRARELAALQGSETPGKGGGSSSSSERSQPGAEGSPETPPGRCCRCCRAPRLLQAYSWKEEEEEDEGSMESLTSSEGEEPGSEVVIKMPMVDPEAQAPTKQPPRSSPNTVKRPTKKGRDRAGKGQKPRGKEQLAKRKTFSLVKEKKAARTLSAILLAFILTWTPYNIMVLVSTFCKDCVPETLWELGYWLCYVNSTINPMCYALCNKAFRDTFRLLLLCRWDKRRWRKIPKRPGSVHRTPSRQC
CHRM4 agonist: CHRM4 agonism in calcium assay. P08173. CHO-K1 hM4/Gqi5, Fluo-8 calcium fluorescence; vehicle 0%, full acetylcholine response 100%. activation, % at 3 µM. hit rate 0.14% among 360,000;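 active = activation above the run mean over all test wells plus 3 SD, cut at about 32% in these data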;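 also: peak over basal fluorescence ratio per well then scaled between controls; 0% = DMSO wells and 100% = acetylcholine at EC100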
M5 antag: CHRM5 antagonism in calcium assay. CHO-hM5 cells, Fluo-8 calcium fluorescence, ACh EC80. inhibition, % at 3 µM. hit rate 0.59% among 360,000;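 active = inhibition above a per-plate cutoff, the mean of that plate's test compounds plus 3 SD, cut at about 27% in these data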;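 also: 0% = acetylcholine EC80 with DMSO and 100% = DMSO without agonist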
CHRM5 PAM: potentiates acetylcholine response at human M5 receptor; CHO-K1 hM5, Fluo-8 calcium, ACh EC20 PAM; 0% = ACh EC20, 100% = ACh EC100; activation, % at 3 µM; hit rate 0.3% among 360,000;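 active = activation above the run cutoff, the mean activation of all test compounds plus 3 SD, cut at about 18% in these data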
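System: CHO-K1 cell line with stable human muscarinic M5 receptor expression | Also added: EC20 acetylcholine as agonist stimulus | Compound: One concentration, 3 µM final (nominal) | Timing: Fluo-8 loading 80 min at 37 °C plus 30 min room temperature | Measured by: Fluo-8 calcium dye fluorescence, kinetic read | Read-out basis: % activation, ACh-normalized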
M1 antag: antagonists of human M1 muscarinic receptor. P11229. CHO-K1 hM1, Fluo-8 calcium fluorescence, ACh EC80 antagonist. inhibition, % at 3 µM. hit rate 1.3% among 360,000;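 active = percent inhibition above its own plate's cutoff, namely the mean of that plate's compound wells plus 3 SD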;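 also: peak over basal fluorescence ratio during 140 s after agonist addition; 0% = ACh EC80 plus DMSO and 100% = DMSO alone without agonist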
CRFR2-BP ag: CRF-BP/CRF-R2 complex agonism; AID 588473; hit rate 0.46% among 350,000; HEK293 CRF-R2/CRF-BP, calcium dye fluorescence (FLIPR); percent of saturating CRF peptide response; activation, % at 13.2 µM;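 active = activation of at least 50%, plus an integration ratio under a set limit after plate pattern correction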;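 also: plate controls were neutral control wells without compound for no effect and CRF at EC100 for full effect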
CHRM5 agonist: agonists of human muscarinic M5 receptor (CHRM5); CHO-K1 hM5 cells, Fluo-8 calcium fluorescence; 0% DMSO wells, 100% maximal acetylcholine response; activation, % at 3 µM; hit rate 0.19% among 360,000; AID 624037;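 active = activation above the run's mean over test compounds plus 3 SD, cut at about 23% in these data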;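 also: signal is peak over basal fluorescence ratio across the kinetic read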
M4 antag: CHRM4 antagonism in calcium assay; CHO-hM4 cells, ACh EC80, Fluo-8 calcium fluorescence; inhibition, % at 3 µM; hit rate 0.73% among 360,000;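 active = inhibition above its plate's cutoff, the mean inhibition of sample wells plus 3 SD, cut at about 27% in these data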;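 also: 0% = acetylcholine EC80 with DMSO and 100% = DMSO without agonist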
Starred values were filed as active, the others as inactive; · = not tested or not shown; & = joins results of further samples.

The line under a structure holds: M4 PAM, CHRM1 PAM, CHRM4 agonist, M5 antag, CHRM5 PAM, M1 antag, CRFR2-BP ag, CHRM5 agonist, M4 antag
1: CC1CCCCN1CCCNC(=O)c1nn(C)c2c1CS(=O)(=O)c1ccccc1-2 (centres undefined)
 : -3, -9, 0, -1, 1, 11, 0.2, -6, -2
2: CC(C)C1C(=O)N(Cc2cn(CCC3OCCCO3)nn2)CCS(=O)(=O)N1Cc1ccc(-c2cccc(CO)c2)cc1 (centres undefined)
 : 3, -3, 8, -11, -3, 1, 1.1, -1, -26
3: Cn1nc(C(F)(F)F)c(C#N)c1N1CCN(c2ccc(F)cc2)CC1
 : -8, -2, 4, -5, -5, 12, 1.0, 1, -1
4: CCOC(=O)c1c(C)[nH]c(C)c1S(=O)(=O)NCCCc1ccco1
 : -3, 0, 1, -5, 2, -1, 0.1, -6, 2
5: Cc1ccc(NC(=O)CSCC(=O)N(C)CC(=O)Nc2c(C)cccc2C)cc1
 : 4, 1, 1, 3, 7, -4, 6.1, 0, -6
6: Cc1ccc(S(=O)(=O)N2CCC(=O)N([C@H](COCc3ccc(Cl)cc3)Cc3ccccc3)CC2)cc1
 : -6, ·, 3, 3, -9, ·, ·, -2, 9
7: CSc1ncc(CN2CCCCC2C(=O)Nc2ccc(Oc3ccccc3)nc2)cn1 (centres undefined)
 : 0, 3, 2, 7, 5, -6, -7.5, -5, 2
8: COc1ccc(CCNC(=O)CSc2nc(C)nc3c2oc2ccccc23)cc1OC
 : -8, -1, 1, -6, -5, 1, -0.7, -2, -8
9: O=[N+]([O-])c1cccc(/C=N/Nc2nnc(-c3ccccc3)c(-c3ccccc3)n2)c1
 : 34*, 0, 1, -1, -3, -4, 0.5, -1, -12
10: CC(=O)c1c(C)n(-c2ccc(C)cc2)c2ccc(O)cc12
 : 5, 2, -1, 5, 0, -9, 4.5, -1, 6
11: CO/N=C/C1CCN(c2ncc(C(F)(F)F)cc2Cl)C1=O (centres undefined)
 : 0, 11, 0, 0, -1, -13, -2.6, -1, 3
12: Cc1cccc(C)c1NC(=O)CNC(=O)CCC(=O)c1cccs1
 : 10, 11, 1, 0, -1, -2, 0.5, 0, -5
13: O=S(=O)(Nc1ccc(F)cc1Cl)c1ccc(-c2cnc(C3CC3)o2)cc1
 : -2, -6, 10, 8, -9, 8, -0.7, -1, -11
14: N#C/C(=C\c1ccc(F)cc1)C(=O)NC1CCS(=O)(=O)C1 (centres undefined)
 : -4, 4, 2, 2, 3, -1, 1.5, -4, 7
15: O=C(O)CSc1cccc[n+]1[O-]
 : 7, -2, 1, -1, 4, 2, 0.1, 0, 4
16: COc1ccc(CCNc2nc(C)cc(C)c2C#N)cc1OC
 : -11, -1, 13, 21, -12, 3, -6.0, 0, 13
17: Cc1ccccc1NC(=O)COC(=O)c1ccc2nc(C)c(C)nc2c1
 : 2, -13, 0, 3, -8, 25, -1.3, 5, -4
18: CC(C)C[C@H]1CNC(=O)C(=O)N1CC1CCN(CCc2ccccc2)CC1
 : -3, -5, 0, 9, -2, 16, ·, 0, 9
19: C/C(=N/O)c1ccccn1
 : 9, 5, 1, 5, -2, -10, -0.9, -1, -24
20: CCCOC1CCCN(C(=O)c2cc(COc3cncc(Cl)c3)on2)C1 (centres undefined)
 : -4, 5, 7, 2, -7, -4, -0.2, -1, 4

From compound 1 as far as 4, copied from above:
The line under a structure holds: M4 PAM, CHRM1 PAM, CHRM4 agonist, M5 antag, CHRM5 PAM, M1 antag, CRFR2-BP ag, CHRM5 agonist, M4 antag
1: CC1CCCCN1CCCNC(=O)c1nn(C)c2c1CS(=O)(=O)c1ccccc1-2 (centres undefined)
 : -3, -9, 0, -1, 1, 11, 0.2, -6, -2
2: CC(C)C1C(=O)N(Cc2cn(CCC3OCCCO3)nn2)CCS(=O)(=O)N1Cc1ccc(-c2cccc(CO)c2)cc1 (centres undefined)
 : 3, -3, 8, -11, -3, 1, 1.1, -1, -26
3: Cn1nc(C(F)(F)F)c(C#N)c1N1CCN(c2ccc(F)cc2)CC1
 : -8, -2, 4, -5, -5, 12, 1.0, 1, -1
4: CCOC(=O)c1c(C)[nH]c(C)c1S(=O)(=O)NCCCc1ccco1
 : -3, 0, 1, -5, 2, -1, 0.1, -6, 2

Single values from the entries so far.
Under CHRM4 agonist, compound 9 has 1
Under CHRM4 agonist, compound 6 has 3
Under M1 antag, compound 4 has -1
Under CRFR2-BP ag, compound 3 has 1.0

Other structures follow:
no.	compound	M4 PAM	CHRM1 PAM	CHRM4 agonist	M5 antag	CHRM5 PAM	M1 antag	CRFR2-BP ag	CHRM5 agonist	M4 antag
21	CC(=O)Nc1ccc(S(=O)(=O)Nc2ccc(Cc3ccncc3)cc2)cc1	-1	-1	3	20	-3	9	-0.4	-4	11
22	Cc1cc(C)cc(OCc2nnc(SCC(=O)N3CCCCC3)o2)c1	4	2	0	10	-3	0	-1.3	-6	-13
23	COc1ccccc1C(=O)Nc1ccon1	7	-3	0	9	-6	-4	-1.3	0	8
24	Cc1cccc(C)c1NC(=O)C(C1CC1)n1c(-c2ccc(C(F)(F)F)cc2)nc2ccccc21 (centres undefined)	0	·	16	9	-12	·	·	9	-4
25	Cc1ccccc1N1CCN(S(=O)(=O)c2cccs2)CC1	-4	2	1	0	2	-8	0.0	-4	-2
26	CC(Sc1nc(-c2ccccc2)cc(C(F)(F)F)n1)C(=O)Nc1ccc2c(c1)OCO2 (centres undefined)	12	11	0	4	5	-8	4.5	0	2
27	CC(=O)c1ccc(N2CCN(S(=O)(=O)c3ccc4c(c3)CC(C)N4C(=O)C3CC3)CC2)cc1 (centres undefined)	-2	-5	5	12	-6	7	-0.3	-1	2
28	COc1ccc2[nH]c3c(c2c1)CCN1C(=O)C(CC(=O)NCc2ccc(OC)c(OC)c2)C[C@H](C(=O)N2CCOCC2)[C@@]31CCC1CCCC1 (some centres undefined)	8	11	-1	-6	-1	-8	-1.1	-3	-18
29	CN(C)CCNc1nc(Oc2ccccc2)c2sccc2n1	-2	-8	1	-2	-5	0	·	-3	-8
30	COc1ccc(NC(=O)C(C)NS(=O)(=O)c2ccc(NC(C)=O)cc2)cc1Cl (centres undefined)	-2	11	0	-2	-1	-6	-1.5	0	-2
31	COCC(C)NC(C(=O)Nc1ccc(Cl)c([N+](=O)[O-])c1)c1ccccc1 (centres undefined)	5	31*	0	0	-2	3	-3.9	-1	11
32	COc1ccc(-n2nnc3c(=O)n(CC(=O)NCC4CCCO4)cnc32)cc1 (centres undefined)	4	0	-1	2	-3	-7	-0.6	2	1
33	CC(=O)Nc1cccc(NC(=O)c2ccccc2Cl)c1	3	6	1	2	-3	-14	·	0	7
34	COCCNC(=O)c1cccc(OC2CCN(Cc3ccc(Cl)c(F)c3)CC2)c1	-12	-22	3	14	-23	27	-0.3	-21	14
35	O=C(CN(Cc1ccco1)C(=O)Cn1nnc(-c2cccs2)n1)NCc1ccccc1	-9	-7	4	6	-9	-8	-1.1	4	2
36	COC(=O)[C@H](CC(C)C)NC(=O)CCc1nnc(COc2ccccc2)o1	-4	4	0	7	-4	0	-3.1	-4	3
37	C[C@@H]1CCC[C@H](C)N1Cc1nc(Cc2ccccc2Cl)no1	-7	-11	0	9	-1	-2	-0.3	-7	10
38	CCNC(=O)Nc1cc(OC)c(OC)cc1C(=O)O	-13	3	0	15	-3	17	-0.4	3	7
39	CCn1cc(C(=O)NCc2ccc(C)cc2)c(=O)c2cc(S(=O)(=O)N(C)C)ccc21	6	9	0	4	5	-12	1.6	1	-5
40	COc1ccc(S(=O)(=O)NCCC(=O)NCc2ccccc2)cc1	-1	5	0	-10	2	-6	-2.3	1	-9
41	O=C(NCC1COc2ccccc2O1)c1cccc(S(=O)(=O)N2CCCCC2)c1 (centres undefined)	-9	-4	7	3	-18	4	-0.9	-5	1
42	Cc1ccc(N2CC(C(=O)Nc3ccc(S(=O)(=O)Nc4nccs4)cc3)CC2=O)cc1C (centres undefined)	-7	10	0	14	-2	2	-1.1	-3	9
43	CCCc1nn2c(N)c(/C=C3\C=Nc4ccccc43)c(=O)nc2s1	-3&-1	8&-1	1&0	-3&0	4&-1	-9&-1	0.1&3.1	4&2	3&3
44	COc1ccc(-c2cc(=O)[nH]c3ccccc23)cc1	2	4	1	7	-4	1	-1.2	-1	12

4 records drawn at random from those above, as already listed:
no.	compound	M4 PAM	CHRM1 PAM	CHRM4 agonist	M5 antag	CHRM5 PAM	M1 antag	CRFR2-BP ag	CHRM5 agonist	M4 antag
39	CCn1cc(C(=O)NCc2ccc(C)cc2)c(=O)c2cc(S(=O)(=O)N(C)C)ccc21	6	9	0	4	5	-12	1.6	1	-5
16	COc1ccc(CCNc2nc(C)cc(C)c2C#N)cc1OC	-11	-1	13	21	-12	3	-6.0	0	13
9	O=[N+]([O-])c1cccc(/C=N/Nc2nnc(-c3ccccc3)c(-c3ccccc3)n2)c1	34*	0	1	-1	-3	-4	0.5	-1	-12
13	O=S(=O)(Nc1ccc(F)cc1Cl)c1ccc(-c2cnc(C3CC3)o2)cc1	-2	-6	10	8	-9	8	-0.7	-1	-11

This is a random part of the collection; overall some 2.8% were active at least once.
